# Pol eta inh: inhibitors of human DNA polymerase eta; Q9Y253; recombinant Pol eta, fluorescent DNA replication assay; Potency, µM (titrated, usually from 114 µM), without a hit: at the highest dose activity change, negative = inhibition, usual class: inhibitors; 1.2% of 390,000 active; AID 588591; further: potency means the concentration at half of the fitted maximal effect; on the % scale 0 is the no-effect control and ±100 the full control effect
#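 Fluorescent replication assay: 50 nM final substrate added after a 15 min room-temperature compound preincubation with 10 nM enzyme. Signal taken at 0 min and again at 10 min.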
# PGK inhibitor: T. brucei PGK inhibition | P07378 | 0.043% of 380,000 active | AID 602233 | Potency, µM (doses to about 57.5 µM), for the others: at the top dose activity change, negative = inhibition, hits mostly inhibitors | PGK/GAPDH coupled, Kinase-Glo luminescence, 60 min; further: potency means the concentration at half of the fitted maximal effect; on the % scale 0 is the no-effect control and ±100 the full control effect; nearly all actives have a fitted effect of over 60% in size
# Target sequence (P07378 whole entry, looked up): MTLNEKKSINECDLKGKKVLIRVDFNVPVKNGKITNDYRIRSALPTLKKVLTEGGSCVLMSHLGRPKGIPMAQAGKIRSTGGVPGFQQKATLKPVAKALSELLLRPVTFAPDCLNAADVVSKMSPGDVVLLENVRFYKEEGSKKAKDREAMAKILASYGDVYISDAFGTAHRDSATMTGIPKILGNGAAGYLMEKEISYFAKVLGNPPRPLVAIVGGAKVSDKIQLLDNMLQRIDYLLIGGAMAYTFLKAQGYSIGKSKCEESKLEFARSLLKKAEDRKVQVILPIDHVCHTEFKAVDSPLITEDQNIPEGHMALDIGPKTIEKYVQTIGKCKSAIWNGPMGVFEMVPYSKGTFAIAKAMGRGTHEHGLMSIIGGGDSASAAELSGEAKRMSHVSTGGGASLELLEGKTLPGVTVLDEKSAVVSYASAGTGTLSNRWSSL
#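 Recombinant glycosomal PGK reaction used 1,3-bisphosphoglycerate generated in-well by GAPDH (100nM final) in 100mM TEA pH 7.6, 5mM MgCl2, 0.01% Tween-20. After 60 minutes at room temperature, ATP was read by Kinase-Glo Plus luminescence end-point.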
# GLS inhibitor: blocks human kidney-isoform glutaminase activity; GLS enzymatic activity, qHTS titration; Potency, µM (doses to about 45.5 µM), for the others: at the highest dose activity change, negative = inhibition, usual class: inhibitors; O94925; AID 624170; 0.21% of 410,000 active; further: potency means the concentration at half of the fitted maximal effect; on the % scale 0 is the no-effect control and ±100 the full control effect
#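 Two-point fluorescence kinetic (t0, 30 min RT) for hKGA; glutamate detected via glutamate oxidase–HRP–Amplex Red. Substrate: 1 mM L-glutamine solution; buffer 45 mM KH2PO4, pH 8.2.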
# G9a block: inhibitors of human histone lysine methyltransferase G9a. G9a H3K9 monomethylation, AlphaScreen, 2 h. Potency, µM (highest dose often 102 µM), without a hit: top-dose activity, negative = inhibition, hits mostly inhibitors. 8.8% of 350,000 active; further: potency means the concentration at half of the fitted maximal effect; on the % scale 0 is the no-effect control and ±100 the full control effect; nearly all actives have a fitted effect of over 75% in size
# Target sequence (Q96KQ7 913-1193 limits assumed): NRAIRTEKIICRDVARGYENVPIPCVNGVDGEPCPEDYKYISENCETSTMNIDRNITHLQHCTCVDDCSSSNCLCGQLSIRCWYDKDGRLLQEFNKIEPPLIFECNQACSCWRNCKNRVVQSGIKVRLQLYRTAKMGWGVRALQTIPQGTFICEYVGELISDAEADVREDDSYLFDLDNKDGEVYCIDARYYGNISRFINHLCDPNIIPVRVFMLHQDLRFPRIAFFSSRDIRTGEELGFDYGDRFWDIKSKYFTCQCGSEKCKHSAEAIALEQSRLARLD
#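 Readings reflect AlphaScreen signal from monomethyl-H3K9 antibody detection. HMT at 20 nM; substrate b-H3K9 500 nM; cofactor SAM 20 uM; 2 h RT reaction; compounds tested as titrations in qHTS with 15 min preincubation.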
# PI4K2A inh: PI4K2A (human) kinase inhibition; Q9BTU6; activity change, negative = inhibition, % at 76.9 µM; AID 1346378; 0.13% of 420,000 active; purified PI4K2A, ADP-Glo luminescence, 1 h; hits give low values; in the data active means activity change below about -50%; inconclusive means mostly about -30% to -49%;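 further: -100% = wells without enzyme as full effect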
#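 ADP-Glo luminescence measured ADP generated by PI4K2A enzyme (4 ug/mL before mixing) with 1.2 mM PI substrate (pre-mix) and 300 microM ATP (pre-mix). Tris pH7.5 buffer with MgCl2, Triton X-100; 1 h reaction at ambient temperature.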
# Pin1 inh: blocks the human prolyl isomerase Pin1; Pin1 FP peptide displacement, HiFluor488, 10 min; AID 504891; Potency, µM (highest dose often 115 µM), without a hit: top-dose activity, negative = inhibition, usual class: inhibitors; 0.009% of 390,000 active; active means well fitted inhibition curve with a large enough effect in the polarisation, with a control signal flat, not every such curve was filed as active; inconclusive means small, poorly fitted or top-dose-only effect, or effect the other way, or a change in a side signal; inactive means no such curve, though single readings can be large or run the other way; the % refers to the polarisation; further: potency means the concentration at half of the fitted maximal effect; on the % scale 0 is the no-effect control and ±100 the full control effect
# Target sequence (Q13526 whole entry, looked up): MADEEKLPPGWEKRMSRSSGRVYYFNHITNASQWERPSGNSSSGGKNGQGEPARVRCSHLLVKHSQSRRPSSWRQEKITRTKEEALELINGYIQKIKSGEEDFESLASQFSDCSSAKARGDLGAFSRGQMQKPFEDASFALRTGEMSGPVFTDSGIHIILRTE
# HP1b binding inh: HP1-beta chromodomain-methylated histone interaction inhibition; P83916; AlphaScreen HP1-beta / biotin-H3K9me3 peptide binding; Potency, µM (series often up to 114 µM), inactives show at the highest dose activity change, negative = inhibition, hits mostly inhibitors; 0.56% of 390,000 active; AID 540317; further: potency means the concentration at half of the fitted maximal effect; nearly all actives have a fitted effect of over 70% in size; inactives centre near 23
# Target sequence (P83916 whole entry, looked up): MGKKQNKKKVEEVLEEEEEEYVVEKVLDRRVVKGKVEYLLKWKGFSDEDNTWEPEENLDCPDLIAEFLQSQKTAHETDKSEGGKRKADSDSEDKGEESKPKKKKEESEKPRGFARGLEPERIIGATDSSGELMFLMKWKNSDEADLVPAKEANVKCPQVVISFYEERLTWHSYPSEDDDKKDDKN
#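 Compound inhibition of the preformed complex between 50 nM HP1-beta and 50 nM biotinylated H3K9me3 peptide was read by AlphaScreen. Buffer was PBS pH 7.4 with 0.01% Tween-20. Incubations ran 30 min at room temperature, with 10 ug/mL donor/acceptor beads.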
# JMJD2A Tudor inh: blocks the human JMJD2A Tudor domain; Potency, µM (series often up to 114 µM), inactives show top-dose activity change, negative = inhibition, hits mostly inhibitors; 4.4% of 390,000 active; AlphaScreen JMJD2A-Tudor / H3K4me3 peptide binding; O75164; further: potency means the concentration at half of the fitted maximal effect; on the % scale 0 is the no-effect control and ±100 the full control effect; nearly all actives have a fitted effect of over 50% in size
# BAZ2B block: blocks human BAZ2B. AlphaScreen BAZ2B-H3K14Ac peptide displacement. Potency, µM (top dose mostly 114 µM), for the others: at the top dose activity change, negative = inhibition, usual class: inhibitors. 4.4% of 360,000 active. AID 504333; further: potency means the concentration at half of the fitted maximal effect; on the % scale 0 is the no-effect control and ±100 the full control effect; nearly all actives have a fitted effect of over 60% in size
#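 AlphaScreen luminescence quantifies BAZ2B engagement of H3K14Ac peptide; the protein and biotinylated peptide are both at 50 nM final, buffer PBS pH 7.4 with 0.01% Tween-20, all steps at room temperature.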
# Starred values were filed as active, the others as inactive; i = inactive; ? = inconclusive; . = not tested or not shown; & = joins results of further samples; [ ] = dose if it differs, or a comment. Unless noted, the call rests on the fitted dose curve; in most records, active means well fitted curve in the direction sought with a large enough effect; inconclusive means small, poorly fitted or top-dose-only effect, or another doubt; inactive means no such curve, though single readings can be large; an effect the other way counts as inactive or inconclusive. Not all compounds are listed; rates above refer to the full screens.
SMILES,Pol eta inh,PGK inhibitor,GLS inhibitor,G9a block,PI4K2A inh,Pin1 inh,HP1b binding inh,JMJD2A Tudor inh,BAZ2B block
CN(C)C(=O)Oc1ccc([N+](=O)[O-])cc1,-17%,-1%,-3%,?,-1,-2%,27%,10%,-3%
COc1ccc2nc3c(C)n(C)ccc-3c2c1,-3%,-3%,3%,.,-10,?,-5%,-31%,.
COc1cc(C[C@@H](C)N)c(OC)cc1I,-5%[57.1 µM],-5%,-12%,52%[activator][12.7 µM],5,-4%,33%,-6%,-5%
COc1ccccc1-n1c(-c2ccoc2)nc2ccccc2c1=O,-6%,-6%,4%,25%,9,-1%,14%,-3%,11%
O=C(c1cnn2c(C(F)(F)F)cc(-c3ccccc3)nc12)N1CCC2(CC1)OCCO2,-16%,4%,3%,15%,-1,2%,25%,-5%,7%
O=C1CN(O)C(c2ccccc2)=c2cc(Br)ccc2=N1,-8%,-4%,-3%,8%,-3,-6%,23%,-6%,0%
O=C1CC(=O)N(Cc2ccccc2)C(=O)N1Cc1ccccc1,-13%,i,-3%,.,-5,?,-7%,-22%,.
C=C[C@H](Cc1ccccc1)N(Cc1ccccc1)S(=O)(=O)N(Cc1ccccc1)[C@H](C=C)Cc1ccccc1,-10%,-3%,-6%,.,2,-2%,72%[activator],14%,.
CCOc1ccc(NC(=O)CCNC(=O)N2C[C@H]3C[C@@H](C2)c2cccc(=O)n2C3)cc1,2%,i,8%,26%[12.7 µM],-1,2%,8%,-20%,1%
Cc1cc(OCc2cc(C(=O)O)oc2C)c2c3c(c(=O)oc2c1)CCCC3,?,-9%,6%,?,1,0%,8%,-29%,?
CC(C)N=C(NC(C)C)N1CC1,-5%,-1%,-8%,.,9,.,.,.,.
COc1ccc2c(c1OC)C(=O)OC2c1c(O)n(Cc2ccc(F)cc2)c(=O)[nH]c1=O (stereo not drawn),5%,.,9%,-48%[12.7 µM],-18,-4%,21%,79µM*,?
Cc1nc2ccccc2c(=O)n1-c1c(Cl)cccc1Cl,-10%,i,1%,.,-1,.,.,.,.
c1ccc(-c2nc(C3CCCCC3)c3sccc3n2)cc1,-20%,4%,0%,.,-2,-3%,97%[activator],30%,.
CNCC(C)c1ccccc1 (stereo not drawn),-5%,i,-17%,-21%,-4,1%,36%,-5%,-18%
CC1(C)CSC(Nc2ccc(F)c(Cl)c2)=N1,-9%,0%,-7%,-15%[59 µM],4,-3%,49%[activator],8%,.
CC/C(=N\NC(N)=O)c1c(O)[nH]c(=O)[nH]c1=O,-10%,i,1%,?,-5,0%,24%,-22%,-9%
CCOc1ccc(-n2nc3c(=S)[nH]nc(C)c3c2C)cc1,-6%,3%,-2%,-9%[59 µM],-3,31%[activator],45%,1%,8%
O=C(CNC(=O)OCc1ccccc1)NCC(=O)Nc1ccc(Br)cc1C(=O)c1ccccc1,-17%,6%,0%,68%[activator][59 µM],2,3%,48%[activator],6%[57.1 µM],6%
CC12NC(Cc3ccccc31)c1ccccc12 (stereo not drawn),-2%[57.1 µM],.,4%,-27%[59 µM],-1,.,.,.,.
CN(C)/C=C(\C=[N+](C)C)c1[nH]ncc1[N+](=O)[O-],-11%,-10%,20%,-36%,-8,-8%,30%,-6%,-7%
O=c1[nH]c(=S)n(C2CC2)c(O)c1/C=N/N1CCOCC1,-19%,-3%,30%,?,-5,1%,43%[activator],-21%,4%
C[C@@H]1C(=O)O[C@H]2[C@H](O)[C@]34[C@@H]5OC(=O)[C@]3(OC3OC(=O)[C@H](O)C34[C@H](C(C)(C)C)[C@@H]5O)[C@@]12O (stereo partly drawn),-12%,-7%,-9%,.,3,1%,73%[activator],3%,.
CN1CCN(c2ccc(NC(=O)C(C)(C)C)cc2)CC1,2%,-5%,56%[activator],-17%,-2,0%,17%,-6%,11%
CC(C)NC(C)Cc1ccc(I)cc1 (stereo not drawn),-7%,-9%,-7%&-15%,7%&1%[59 µM],1&0,1%,37%,-8%,-4%

# New compounds follow
SMILES,Pol eta inh,PGK inhibitor,GLS inhibitor,G9a block,PI4K2A inh,Pin1 inh,HP1b binding inh,JMJD2A Tudor inh,BAZ2B block
COC1/C=C/C=C(\C)Cc2cc(O)c(Cl)c(c2)N(C)C(=O)CC(OC(=O)C(C)C)C2(C)OC2C(C)C2CC1(O)NC(=O)O2 (stereo not drawn),0%,-8%,4%,.,-2,?,29%,-15%,.
C/C(=N\NC(=O)c1ccccc1)c1c(O)n(C2CCCCC2)c(=O)[nH]c1=O,-11%,i,11%,.,-3,2%,24%,-2%,-4%
CC(C)NC(=O)c1ccc(N2CC3CC(C2)c2cccc(=O)n2C3)c([N+](=O)[O-])c1 (stereo not drawn),-9%,-11%,-13%,8%[59 µM],-5,-5%,14%,0%,2%
O=C(COc1ccc2ccc(=O)oc2c1)N1CCC(C(=O)O)(c2ccccc2)CC1,-4%,-4%,1%,.,4,-10%,23%,-24%,9%
Cc1nn(Cc2ccccc2)c(C)c1C=C1C(=O)NC(=O)NC1=O,3%,1%,-1%,-6%[59 µM],?,12%,25%,-8%,3%
CSc1ccc(C(=O)C2CCCN(Cc3cccnc3)C2)cc1 (stereo not drawn),-12%,-4%,2%,2%,5,0%,-25%,-30%,-5%
CCC1Nc2ncnc(N3CCN(c4ccccn4)CC3)c2N(Cc2ccc(Br)cc2)C1=O (stereo not drawn),-10%,-9%,7%,.,0,2%,1%,79µM*,.
CCn1c(CN2CCN(C)CC2)nc2ccccc21,-16%,-6%,3%,-36%[59 µM],-3,-4%,10%,?,7%
S=P(Nn1cnnc1)(c1ccc(Br)cc1)c1ccc(Br)cc1,-12%,-6%,?,-21%,-12,-1%,25%,-25%,-5%
CC1(C)CC(=O)C(C=NCCN2CCN(C(=O)Cc3ccccc3)CC2)=C(O)C1,6%,-8%,4%,-48%[59 µM],1,-8%,37%,-7%,-5%
O=c1[nH]c(=S)n(-c2cccc(Cl)c2)c(O)c1C=NCCN1CCNCC1,-9%,8%,-14%,?,4,7%,42%[activator],-20%,2%
O=[N+]([O-])c1ccc(N2CCCCCC2)c2ncccc12,-21%,-6%,0%,25µM*,-1,-6%,?,16µM*,14µM*
Cc1ccc(-n2c(O)c(C=Nc3ccc(Br)cn3)c(=O)[nH]c2=O)cc1,-14%,-4%,11%,-2%,4,25%,28%,5%,-16%
NP(=O)(Oc1ccc(Cl)cc1)Oc1ccc(Cl)cc1,-25%,-3%,0%,25%,0,-5%,55%[activator],2%,10%
COc1ccccc1CNC(=O)C(NS(=O)(=O)c1ccc2c(c1)oc(=O)n2C)C(C)C (stereo not drawn),-15%,7%,-4%,-3%,-2,0%,46%[activator],-6%,-2%
Cc1ccc2c(c1)C1CN(C)CCC1N2C(=O)c1cccs1 (stereo not drawn),-20%,-5%,-1%,9%,3,-10%,1%,-14%,-20%
O=C1CCC2(O)C3Cc4ccc(O)c5c4C2(CCN3Cc2ccoc2)C1O5 (stereo not drawn),28µM*,-12%,-7%,.,0,.,.,.,.
CCN(CC)CCN=C(C)c1c(O)n(-c2ccccc2OC)c(=O)[nH]c1=O,6%,-1%,14%,?,7,14%,13%,-4%,5%

# Three compounds out of the list, arranged by molar mass, low to high.
SMILES,Pol eta inh,PGK inhibitor,GLS inhibitor,G9a block,PI4K2A inh,Pin1 inh,HP1b binding inh,JMJD2A Tudor inh,BAZ2B block
Cc1ccc2c(c1)C1CN(C)CCC1N2C(=O)c1cccs1 (stereo not drawn),-20%,-5%,-1%,9%,3,-10%,1%,-14%,-20%
O=C(COc1ccc2ccc(=O)oc2c1)N1CCC(C(=O)O)(c2ccccc2)CC1,-4%,-4%,1%,.,4,-10%,23%,-24%,9%
COc1ccccc1CNC(=O)C(NS(=O)(=O)c1ccc2c(c1)oc(=O)n2C)C(C)C (stereo not drawn),-15%,7%,-4%,-3%,-2,0%,46%[activator],-6%,-2%

# Single records, from the list above. Screens in order: Pol eta inh, PGK inhibitor, GLS inhibitor, G9a block, PI4K2A inh, Pin1 inh, HP1b binding inh, JMJD2A Tudor inh, BAZ2B block
# Profile of C/C(=N\NC(=O)c1ccccc1)c1c(O)n(C2CCCCC2)c(=O)[nH]c1=O = -11%, i, 11%, ., -3, 2%, 24%, -2%, -4%
# Profile of CCn1c(CN2CCN(C)CC2)nc2ccccc21 = -16%, -6%, 3%, -36%[59 µM], -3, -4%, 10%, ?, 7%

# Reprinted at random: 6 compounds from above, in no set order.
SMILES,Pol eta inh,PGK inhibitor,GLS inhibitor,G9a block,PI4K2A inh,Pin1 inh,HP1b binding inh,JMJD2A Tudor inh,BAZ2B block
COC1/C=C/C=C(\C)Cc2cc(O)c(Cl)c(c2)N(C)C(=O)CC(OC(=O)C(C)C)C2(C)OC2C(C)C2CC1(O)NC(=O)O2 (stereo not drawn),0%,-8%,4%,.,-2,?,29%,-15%,.
CSc1ccc(C(=O)C2CCCN(Cc3cccnc3)C2)cc1 (stereo not drawn),-12%,-4%,2%,2%,5,0%,-25%,-30%,-5%
O=c1[nH]c(=S)n(-c2cccc(Cl)c2)c(O)c1C=NCCN1CCNCC1,-9%,8%,-14%,?,4,7%,42%[activator],-20%,2%
Cc1ccc2c(c1)C1CN(C)CCC1N2C(=O)c1cccs1 (stereo not drawn),-20%,-5%,-1%,9%,3,-10%,1%,-14%,-20%
CCN(CC)CCN=C(C)c1c(O)n(-c2ccccc2OC)c(=O)[nH]c1=O,6%,-1%,14%,?,7,14%,13%,-4%,5%
CCC1Nc2ncnc(N3CCN(c4ccccn4)CC3)c2N(Cc2ccc(Br)cc2)C1=O (stereo not drawn),-10%,-9%,7%,.,0,2%,1%,79µM*,.

# Copied from the list:
# Reading of `Cc1ccc2c(c1)C1CN(C)CCC1N2C(=O)c1cccs1` (stereo not drawn) under BAZ2B block: -20%
# Reading of `CC1(C)CC(=O)C(C=NCCN2CCN(C(=O)Cc3ccccc3)CC2)=C(O)C1` under JMJD2A Tudor inh: -7%
